Source: PubChem
Polio RdRp inh – inhibitors of poliovirus RNA polymerase binding and polymerization; P03300; poliovirus polymerase elongation, fluorescence polarization; active compounds read low; % elongation, % (compound at 16.7 µg/mL); 150,000 compounds, 0.66% hits; AID 588519; in the data active = % elongation below about 90%; also: some results filed as inactive read as strong as hits
Target sequence (P03300 1749-2209 limits assumed): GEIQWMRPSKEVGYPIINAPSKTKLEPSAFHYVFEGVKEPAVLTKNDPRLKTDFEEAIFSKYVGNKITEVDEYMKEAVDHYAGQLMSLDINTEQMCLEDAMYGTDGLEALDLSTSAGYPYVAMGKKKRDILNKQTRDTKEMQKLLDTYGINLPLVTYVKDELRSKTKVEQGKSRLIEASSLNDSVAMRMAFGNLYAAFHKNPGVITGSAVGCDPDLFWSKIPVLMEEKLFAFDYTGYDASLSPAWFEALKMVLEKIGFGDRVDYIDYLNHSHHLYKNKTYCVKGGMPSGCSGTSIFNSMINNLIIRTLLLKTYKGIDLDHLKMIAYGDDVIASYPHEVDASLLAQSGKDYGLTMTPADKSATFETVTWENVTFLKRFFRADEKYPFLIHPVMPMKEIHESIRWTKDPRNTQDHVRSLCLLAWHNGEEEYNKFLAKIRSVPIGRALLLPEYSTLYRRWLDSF
Polio RdRp inh FP z-score – further read-out of Polio RdRp inh, marked with its call; z-score; measured here: FP z-score; hits read low
* = called active by the depositor; & = joins results of further samples.

SMILES	Polio RdRp inh	Polio RdRp inh FP z-score
CCc1ccccc1-n1nnc(-c2nsc(NC(=O)c3ccc(C)c(C)c3)n2)c1C	115	1.9
O=C(Nc1ccccc1[N+](=O)[O-])c1csnn1	102	-0.1
CC(NC(C)(C)C)C(=O)c1cccc(Cl)c1 (stereo not drawn)	98&99	-0.5&0
O=S(=O)(Nc1cc(F)ccc1F)c1ccc2[nH]c3c(c2c1)CCCCC3	103	0
Cc1ccc(N(C)S(=O)(=O)c2ccc3c(c2)C(C)(C)C(=O)N3C)cc1C	108	0.1
O=C(CN1C(=O)/C(=C\c2ccc(F)cc2)N=C1c1ccccc1)c1ccco1	102	-0.3
CCOC(=O)C1CCCN(C(=O)Cn2ncc3c4ccccc4n(Cc4ccc(F)cc4)c3c2=O)C1 (stereo not drawn)	108	-0.1
CC1CCCC(C)N1Cc1ccc(N)cc1 (stereo not drawn)	106	0.3
Cc1ccccc1CC(=O)Nc1ccccc1	105	1.7
O=C(Nc1nc2ccccc2s1)c1ccc(=O)[nH]c1	115	0.9

Next section (six carried over from the part before).
SMILES	Polio RdRp inh	Polio RdRp inh FP z-score
Cc1ccc(N(C)S(=O)(=O)c2ccc3c(c2)C(C)(C)C(=O)N3C)cc1C	108	0.1
O=C(CN1C(=O)/C(=C\c2ccc(F)cc2)N=C1c1ccccc1)c1ccco1	102	-0.3
CCOC(=O)C1CCCN(C(=O)Cn2ncc3c4ccccc4n(Cc4ccc(F)cc4)c3c2=O)C1 (stereo not drawn)	108	-0.1
CC1CCCC(C)N1Cc1ccc(N)cc1 (stereo not drawn)	106	0.3
Cc1ccccc1CC(=O)Nc1ccccc1	105	1.7
O=C(Nc1nc2ccccc2s1)c1ccc(=O)[nH]c1	115	0.9
O=c1nc(Oc2cccc(C(F)(F)F)c2)cc(Oc2cccc(C(F)(F)F)c2)[nH]1	96	-1
O=C1/C(=C/c2ccccc2)CCC1C1CCCC1 (stereo not drawn)	97	-0.4
CN(C)c1ccc2c3c(cccc13)C(=O)N(c1nc3ccccc3n1C)C2=O	106	1.2
Cc1ccc(N(C)S(=O)(=O)c2nnc(NC(=O)CC(C)C)s2)cc1	111	0.7
c1ccc(COC(CNC2CCCCC2)CNC2CCCCC2)cc1	107	0.3
O=C(c1ccco1)N(Cc1ccccc1)Cc1cn(-c2ccccc2)nc1-c1ccc(F)cc1	100	-0.4
COc1ccc(OC)c(NC(=O)Cc2c(C(=O)O)n(C)c3ccc(C)cc23)c1	109	0.8
CC1CC(C)(C)Nc2ccc(OC(=O)c3ccco3)cc21 (stereo not drawn)	104	0.6
Cc1cc2ncn(CCc3noc(-c4ccccc4)n3)c2cc1C	101	-0.3
Cc1nc2ccc(C(=O)OCCC(F)(F)F)cc2[nH]1	102	0
CC(=O)N1CCCc2cc(S(=O)(=O)N3CCC(C(=O)Nc4cccc(Cl)c4C)CC3)ccc21	109	0.4
Cn1nccc1NC(=O)/C=C/C(=O)O	98	-0.9
Cc1cc(C(=O)NCc2ccccc2)on1	98	-0.8
O=C(O/N=C(\Cn1nnc(N2CCOCC2)n1)c1ccc(Cl)cc1)c1ccc(Cl)cc1Cl	105	0.6
Cc1cc(C(=O)COc2cccc3cccnc23)c(C)n1C	105	0.3
Cn1c(=O)c2c(-c3ccc(Cl)cc3)n(Cc3ccccc3)cc2n(C)c1=O	103	-0.1
Cc1ccc(Cn2cc(C(=O)c3ccc4c(c3)OCO4)c(=O)c3cc(C)ccc32)cc1	108	0.1
CC1=CC(=C2C(=O)N(c3ccccc3)N=C2C)C=C(C)N1Cc1ccco1	77	-2.7
O=C(c1cc2sccc2n1Cc1ccc(F)cc1)N1CCc2ccccc2C1	104	0.8
Cc1ccc(C)c(NC2=NCCC2)c1	104	0.4
Cc1ccccc1S(=O)(=O)Cc1ccc(C(=O)NCc2ccccc2Cl)o1	101	-0.5
CCOC(=O)N1CCC(NCc2ccc(Br)cc2)CC1	101	0.3
CC1CCCC(C)N1CC(O)Cn1c2ccccc2c2ccccc21 (stereo not drawn)	102	0.1
O=C(C1=COCCO1)N1c2ccccc2Sc2ccccc21	101	-0.3
COc1cccc(C(=O)Nc2ccc(-c3nc4ncccc4o3)cc2)c1	102	0.7
C(=NC1CC1)c1ccc(-c2ccccc2)cc1	100	-0.5
CCCn1c2ccccc2c2cnn(CC(=O)N3CCN(c4ccccc4)CC3)c(=O)c21	98	-0.8
CC(C)c1ccc(NC(=O)CCS(=O)(=O)c2cccc3nonc23)cc1	107	0.6
Cc1ccc(C)c(N2CCN(C(=O)CCc3c(C)nc4c(c3C)c(=O)n(C)c(=O)n4C)CC2)c1	108	0.4
CCOC(=O)Cc1n[nH]c(=S)n1C	103	0.1
CN(C)CC[n+]1ccc(C(=O)c2ccccc2)cc1	102	0.2
CCOC(=O)c1sc(NC(=O)c2cc3c(C)nn(Cc4ccccc4)c3s2)nc1C	102	-0.1
Cc1nnsc1C(=O)Nc1cccnc1	105	0.3
CCN(CC)C(=O)N1CCN(c2ccccc2)CC1	101	-0.4
CSc1nc(-c2ccccc2)cn1-c1cccc(Cl)c1	104	0.5
Cc1cc(F)c(F)c(C(=O)N2CCCCCC2)c1Cl	103	0.3
C=CCC(CC=C)(CNC(=O)C(=O)Nc1cccc(C(F)(F)F)c1)c1ccccc1	100	-1.5
Cc1c(C)n(CC(O)CN2CCN(CC(O)Cn3c(C)c(C)c4ccccc43)CC2)c2ccccc12 (stereo not drawn)	106	1
O=C(O)C1Cc2[nH]cnc2C(c2ccccc2)N1 (stereo not drawn)	102	-0.1
CC(C(=O)Nc1ccc(Cl)cn1)N(C)Cc1c(F)cccc1Cl (stereo not drawn)	108	-0.2
CCCC1C2C(=O)N(c3ccccc3)C(=O)C2ON1c1ccc(Cl)c(Cl)c1 (stereo not drawn)	109	0.5
Cc1ccc(OCC(O)CN2CCC(C)CC2)c(C)c1 (stereo not drawn)	99	-0.4
Cc1cc(-c2ccc(C(C)C)c(S(=O)(=O)NC(C)(C)C)c2)on1	102	0.6
CCc1nn(C(C)C(=O)NCCc2ccc(OC)c(OC)c2)c(=O)c2cc3occc3n12 (stereo not drawn)	101	-0.4
O=S(=O)(c1ccc(-c2cc(C(F)(F)F)on2)s1)N1CCN(c2cccc(Cl)c2)CC1	100	-1.5
Cc1ccc2c(cnn2C(=O)CCCC(=O)NC2CCCC2)c1	104	0.1
Cc1cc(OC(=O)NC(=O)C(F)(F)F)c(C(C)C)cc1I	99	-0.2
C=CCN(C(=O)CCc1c(C)nn(-c2ccccc2)c1C)c1nc2c(s1)CCCC2	110	0.8
O=C(NCc1ccccc1CN1CCCC1)c1csc(-c2cccs2)n1	103	0
CC(=O)n1c(SCC(=O)NC2=NN=C(c3ccc(C)cc3)CS2)nc2ccccc21	104	0.5

Pulled one by one from above:
SMILES	Polio RdRp inh	Polio RdRp inh FP z-score
C=CCN(C(=O)CCc1c(C)nn(-c2ccccc2)c1C)c1nc2c(s1)CCCC2	110	0.8
Cc1cc(OC(=O)NC(=O)C(F)(F)F)c(C(C)C)cc1I	99	-0.2

Following part.
SMILES	Polio RdRp inh	Polio RdRp inh FP z-score
CC1CCCCN1S(=O)(=O)c1cccs1 (stereo not drawn)	100	-0.9
CCN(c1ccccc1)S(=O)(=O)c1ccc2c(c1)OCCN2C(C)=O	102	-0.8
CN(C)CC1CCCCC1=O (stereo not drawn)	103	0.3
CCOC(=O)c1cc(C(=O)NCc2ccccc2)c(=O)[nH]c1C	99	-0.1
Cc1ccc(/C=N/n2cnnc2)cc1	103	0.2
O=[N+]1C2=C(CCCC2)N([O-])C12CCCC2	103	0.5
CC(=O)N1CCCc2cc(S(=O)(=O)N3CCCC(C(=O)Nc4cc(Cl)ccc4C)C3)ccc21 (stereo not drawn)	114	1.6
Cc1ccc(CN(C(=O)c2ccccc2Br)C2CCS(=O)(=O)C2)o1 (stereo not drawn)	116	0.1
CN(C)S(=O)(=O)c1ccc2c(c1)nnn2CCNC(=O)Nc1ccc(Cl)cc1	111	1.2
CCOC(=O)C1CCN(C(c2cccnc2)c2nnnn2Cc2ccccc2)CC1 (stereo not drawn)	99	-0.6
CC(C#N)OC(=O)c1ccccc1Sc1ccccc1C#N (stereo not drawn)	103	-0.1
Cc1ccc(S(=O)(=O)c2cn(Cc3ccc(F)cc3)c3cc(F)c(F)cc3c2=O)cc1	105	0.1
COc1ccccc1-n1c(-c2ccccc2)cnc1SCC#N	114	2
Cn1c(=NC(=O)CCSc2ccccc2)sc2cc(Cl)ccc21	102	0.1
Nc1ccc(S(=O)(=O)N2CCCC(C(=O)O)C2)cc1 (stereo not drawn)	102	0
Cc1cc(C(=O)n2ccc(-c3cccs3)n2)c(C)o1	111	1
O=C(CCCn1c(=O)c2cccn2c2cccnc21)NCCc1ccc(Cl)cc1	104	-0.6
CCOC(=O)c1ccccc1NC(=O)c1cnc(N2CCOCC2)c2ccccc12	116	1.8
COc1ccc(-c2c(C)nn3c(N4CCc5ccccc54)cc(C)nc23)cc1OC	99	-1.1
COc1ccc(NC(=O)C(=O)NCC(c2cccnc2)N2CCc3ccccc32)cc1OC (stereo not drawn)	113	1.2
COCCNP(=O)(c1ccccc1)c1nc2ccccc2s1 (stereo not drawn)	102	0.1
CC1CCCCN1C(=O)CSCC(=O)Nc1nc(-c2ccc(Cl)s2)cs1 (stereo not drawn)	102	0.8
CCS(=O)(=O)C(=C(Nc1ccccc1)Nc1ccccc1)S(=O)(=O)CC	104	0.7
COc1ccc(OC)c(NC(=S)NCCN2CCOCC2)c1	102	0.1
COc1ccc(N2CCN(CCCNC(=O)C3CCCN(S(=O)(=O)c4cnc[nH]4)C3)CC2)cc1 (stereo not drawn)	105	1.3
CCOC(=O)c1c(C)n(OCc2ccccc2)c2ccc3nonc3c12	101	0.1
COCc1c(C(=O)NCc2ccc(OC)cc2)oc2ccccc12	104	0.1
O=C(OC(C(=O)NC1CCCC1)c1cccnc1)C1=Cc2ccccc2OC1 (stereo not drawn)	103	0.9
CC(c1ccco1)N(C(=O)c1ccc(Cl)s1)c1ccccn1 (stereo not drawn)	100	-0.3
O=C(OCc1cc(=O)n2cc(Br)ccc2n1)c1cnccn1	103	0.2
CCOc1cccc(/C=N/n2c(-c3ccc(Cl)cc3)n[nH]c2=S)c1O	85*	-1.8*
Cc1oc(-c2ccc(C(=O)Nc3ccccc3F)cc2)nc1COc1ccccc1	108	0.2
O=C1NNC(c2ccccc2)=N/C1=C\c1ccccc1	103	-0.1
Cc1ccc(C(=O)CSc2nc(C)cc(SCC#N)n2)cc1	103	0.2
CCC(C)(C)N1CC(=O)N(Cc2ccccc2)C(c2ccc(OC)cc2)C1=O (stereo not drawn)	101	-0.2
CCCn1c(CCC(=O)Nc2ccccc2)nc2cccnc21	99	-0.6
Cc1nc2ccccc2c2oc(C(=O)NCCN3CCN(C)CC3)cc12	93	-2.2
CC(=O)NC12CC3CC(C1)CC(C(=O)NCC(c1ccco1)N(C)C)(C3)C2 (stereo not drawn)	107	0.6
CCC(C)Cn1c(CC(C)(C)C)nc2ccccc21 (stereo not drawn)	101	-0.1
Cc1ccc2nc(NC(=O)CSc3nnc(Cc4ccccc4)o3)sc2c1	100	-0.2

Full records as entered above. Screens in order: Polio RdRp inh	Polio RdRp inh FP z-score
CCCn1c(CCC(=O)Nc2ccccc2)nc2cccnc21 is listed as 99	-0.6
Cc1ccc(C(=O)CSc2nc(C)cc(SCC#N)n2)cc1 is listed as 103	0.2
CCC(C)Cn1c(CC(C)(C)C)nc2ccccc21 (stereo not drawn) is listed as 101	-0.1
CCOc1cccc(/C=N/n2c(-c3ccc(Cl)cc3)n[nH]c2=S)c1O is listed as 85*	-1.8*

An excerpt of these results, bar-delimited.
Structure | Polio RdRp inh | Polio RdRp inh FP z-score
CCC(C)(C)N1CC(=O)N(Cc2ccccc2)C(c2ccc(OC)cc2)C1=O (stereo not drawn) | 101 | -0.2
CCCn1c(CCC(=O)Nc2ccccc2)nc2cccnc21 | 99 | -0.6
Cc1nc2ccccc2c2oc(C(=O)NCCN3CCN(C)CC3)cc12 | 93 | -2.2
CC(=O)NC12CC3CC(C1)CC(C(=O)NCC(c1ccco1)N(C)C)(C3)C2 (stereo not drawn) | 107 | 0.6
CCC(C)Cn1c(CC(C)(C)C)nc2ccccc21 (stereo not drawn) | 101 | -0.1

Additional structures follow:
SMILES	Polio RdRp inh	Polio RdRp inh FP z-score
CCOc1ccc(C2C(=O)N(C3CCCCC3)CC(=O)N2C2CCCC2)cc1OC (stereo not drawn)	100	-1.5
CN(C(=O)COC(=O)c1ccc2ccccc2n1)C1CCCCC1	101	0
CCn1c(SCC(=O)NCc2ccc(C)cc2)nc2c(c1=O)SCC2	100	0
Cc1cc(=O)n(CC(=O)Nc2ccc(F)cc2)c(SCC(N)=O)c1C#N	104	0.1
Cc1cc(C)n2cc(CSCc3ccccc3)nc2n1	101	-0.1
CCOc1ccccc1NC(=O)N1CC(CC)Oc2ccccc21 (stereo not drawn)	111	0.7
CNC(=O)c1c(NC(=O)/C=C/c2ccccc2Cl)sc2c1CCC2	113	1.2
Fc1ccc(-c2cn3cc(Cc4ccc(Cl)cc4)sc3n2)cc1	104	0.1
O=S(=O)(c1ccc(Cl)cc1)c1nnn2c1nc(NCc1ccc3c(c1)OCO3)c1sccc12	108	0.2
CCOc1ccc(Cn2c(CNS(=O)(=O)c3cccs3)nc3cccnc32)cc1	115	1.7
COC(=O)CSc1nc2sc3c(c2c(=O)n1CC1CCCO1)CCCC3 (stereo not drawn)	102	0
CCSc1ncc(Cl)c(C(=O)Nc2c(C(=O)c3ccc(C)c(F)c3)oc3ccccc23)n1	119	0.3
CCOc1nc(NC(=O)NC(=O)c2cccs2)nc(-c2ccccc2)n1	107	0.5
CC(C)NCC(O)COc1cccc2[nH]ccc12 (stereo not drawn)	99&99	-0.2&-0.2
COCCCNc1ncnc2c1c(-c1ccccc1)cn2-c1ccc(C)c(Cl)c1	106	-0.2
COc1ccccc1Nc1ncc(C(=O)NCCCN2CCC(C)CC2)c2ccccc12	101	0.1
CSc1ccccc1NC(=O)C1C2CCC(C2)C1C(=O)O (stereo not drawn)	100	-1.2
CCC(=O)Nc1ccc2c(c1)N(CC)C(C)(C)CC2C (stereo not drawn)	110	0.7
O=C(Cn1cnc2onc(-c3ccc(F)cc3)c2c1=O)Nc1ccc(F)c(Cl)c1	97	-0.5
CC1(C)[C@H]2CCC1(CS(=O)(=O)N(C1CCCCC1)C1CCCCC1)C(O)C2 (stereo partly drawn)	102	0.2

Some of the compounds tested, so the mix of outcomes need not match the whole.
